High-throughput results deposited in PubChem by several laboratories.
bIAP activator: intestinal alkaline phosphatase (bovine) activation; 0.17% of 200,000 active; purified bovine IAP, CDP-star luminescence, 30 min; active compounds read high; fold of DMSO-control signal, blank-subtracted; activation factor at 20 µM; AID 1016;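 active = activation factor of 2 or more at 20 µM, a signal rise over negative controls twice the positive control's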
TNAP act hiacc: TNAP (human) activation, high acceptor; P05186; purified TNAP, CDP-star luminescence, 1 M DEA, 30 min; active compounds read high; 0 = EDTA background, 1 = DMSO-only activity; activation factor at 20 µM; 200,000 tested, under 10 active;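 active = activation factor at least 2 at 20 µM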
Target sequence (P05186 whole entry, looked up): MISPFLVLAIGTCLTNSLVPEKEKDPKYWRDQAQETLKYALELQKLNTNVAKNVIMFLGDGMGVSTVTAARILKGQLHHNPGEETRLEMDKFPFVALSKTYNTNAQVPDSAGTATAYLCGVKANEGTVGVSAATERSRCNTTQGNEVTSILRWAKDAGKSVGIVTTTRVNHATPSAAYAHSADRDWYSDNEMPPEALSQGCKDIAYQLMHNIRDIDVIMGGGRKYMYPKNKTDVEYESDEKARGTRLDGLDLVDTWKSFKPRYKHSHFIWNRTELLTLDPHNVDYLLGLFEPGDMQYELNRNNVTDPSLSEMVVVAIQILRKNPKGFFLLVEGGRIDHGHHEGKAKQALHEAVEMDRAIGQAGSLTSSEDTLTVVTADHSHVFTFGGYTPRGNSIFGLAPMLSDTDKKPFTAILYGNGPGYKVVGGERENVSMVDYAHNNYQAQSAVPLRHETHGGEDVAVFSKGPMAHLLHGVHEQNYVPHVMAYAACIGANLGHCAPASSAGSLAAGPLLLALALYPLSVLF
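system = human TNAP | amount = enzyme diluted 1/800 final | reagent = 100 µM CDP-star substrate | signal = luminescent substrate turnover signal | dosing = one dose, 20 µM | benchmarks = EDTA negative control, DMSO positive control | measure = activation factor | timing = 30 min reaction, room temperature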
Diaphorase act: diaphorase activation or chemical reduction counter-screen. Diaphorase/resazurin coupled assay, resorufin fluorescence, 16 min; active compounds read high; 1 = vehicle wells, 0 = NADH-free wells. activation factor at 20 µM. 0.005% of 190,000 active. AID 1229;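 active = diaphorase activity raised at least twofold by the compound at 20 µM; inactive = activation factor below 2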
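Test system: Clostridium kluyveri diaphorase, purified enzyme. Buffer or medium: 50 mM HEPES pH 7.4 buffer plus MgCl2 and Tween 20. Also added: 0.114 mM NADH and 0.1 mM resazurin, final amounts. Dosing: compound 20 µM once, DMSO 1%. Schedule: 16 min enzyme reaction, ambient temperature. Detection: fluorescence of resorufin, 544 nm excitation, 590 nm emission.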
Diaphorase inh: inhibits diaphorase or chemically oxidizes, flagging diaphorase assay artifacts. diaphorase resazurin-to-resorufin fluorescence, NADH, 16 min; bacterial (C. kluyveri) enzyme, not human. inhibition, % at 20 µM. 0.69% of 190,000 active;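 active = primary screen inhibition at 20 µM above a set limit, cut at about 50% in these data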;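 note: plate controls were DMSO with full reaction for no effect and wells lacking NADH for full effect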
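System: Diaphorase enzyme from Clostridium kluyveri | Amount: Enzyme working solution with 0.14 U/mL diaphorase | Benchmarks: No-NADH positive control and DMSO neutral control | Signal: Fluorescence of resorufin formed from resazurin, Ex 544/Em 590 nm | Schedule: 16-min room-temperature incubation before reading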
TNAP inh noacc: blocks human TNAP activity with no phosphate acceptor present; P05186; purified TNAP, CDP-star luminescence, 30 min; inhibition, % at 20 µM; 0.26% of 200,000 active; AID 1012;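 active = tissue-nonspecific alkaline phosphatase inhibition above about 50% at 20 µM in the single-dose screen, limit read from the data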;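 note: 0% = DMSO negative control and 100% = EDTA positive control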
TNAP inh hiacc: TNAP (human) inhibition, high acceptor | purified TNAP, CDP-star luminescence, 1 M DEA | P05186 | inhibition, % at 20 µM | 0.03% of 200,000 active | AID 1135;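 active = over 50% inhibition of tissue-nonspecific alkaline phosphatase at 20 µM in the single-dose screen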;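 note: plate controls were DMSO wells for no effect and EDTA-quenched wells as full inhibition for full effect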
PMI act: phosphomannose isomerase (human) activation; P34949; purified human PMI, coupled resazurin fluorescence, 20 min; active compounds read high; 1 = vehicle control, 0 substrate-free wells; activation factor at 20 µM; 0.005% of 190,000 active;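 active = activation factor of 2 or more at 20 µM, relative to plate controls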
Target sequence (P34949 whole entry, looked up): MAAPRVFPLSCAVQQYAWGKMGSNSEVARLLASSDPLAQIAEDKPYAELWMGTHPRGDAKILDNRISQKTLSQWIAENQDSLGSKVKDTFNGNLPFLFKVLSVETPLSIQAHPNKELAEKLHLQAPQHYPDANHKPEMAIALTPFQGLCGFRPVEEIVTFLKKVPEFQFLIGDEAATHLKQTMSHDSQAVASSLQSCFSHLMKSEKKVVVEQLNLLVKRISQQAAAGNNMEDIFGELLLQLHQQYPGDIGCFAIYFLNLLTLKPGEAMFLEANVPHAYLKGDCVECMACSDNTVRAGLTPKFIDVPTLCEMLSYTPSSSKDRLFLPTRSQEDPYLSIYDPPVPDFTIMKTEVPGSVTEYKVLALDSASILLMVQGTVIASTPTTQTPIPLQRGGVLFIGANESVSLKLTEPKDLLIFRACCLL
bIAP inhibitor: intestinal alkaline phosphatase (bovine) inhibition. purified bovine IAP, CDP-star luminescence, 30 min. inhibition, % at 20 µM. 190,000 tested, under 10 active;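 active = over 50% inhibition of intestinal alkaline phosphatase at 20 µM in the single-dose screen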
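Incubation: 30 min reaction at room temperature / Material: purified bovine intestinal alkaline phosphatase (IAP) enzyme / Input: enzyme at 1/65,000,000 dilution / Dosing: 20 µM single dose / Signal: CDP-star luminescence signal / Reagent: CDP-star chemiluminescent phosphatase substrate, 30 µM final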
PMI act hi M6P: PMI (human) activation, high substrate; P34949; coupled PMI enzyme assay, resazurin fluorescence, 20 min; active compounds read high; 1 = untreated enzyme, 0 = substrate-free blank; activation factor at 20 µM; 0.34% of 190,000 active; AID 1216;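 active = activation factor of 2 or more at 20 µM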
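Test system – human PMI in coupled enzyme assay · Timing – 20 min incubation at room temperature · Detection – Diaphorase-driven resazurin-to-resorufin fluorescence, excitation 544, emission 590 nm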
Lmaj promast: reduces viability of Leishmania major promastigotes; AID 1063; resazurin fluorescence viability; 9% of 200,000 active; inhibition, % at 10 µM; in the data active = inhibition above about 50%;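 note: promastigotes grown with compound for 44 hours at 28 °C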
The depositor's hits bear a star; x = not tested or not shown. This is a subset. The share of hits here may be higher or lower than overall.

molecule	Diaphorase act	PMI act hi M6P	TNAP inh hiacc	TNAP inh noacc	Diaphorase inh	Lmaj promast	PMI act	TNAP act hiacc	bIAP activator	bIAP inhibitor
Cc1cccc2c1N(N=O)CCC2	1	1	-10.5	-13.9	3.5	18.4	1	1.1	0.9	8.7
CCCC(C)n1[nH]c(=O)c2c1NC(=O)CSC2c1ccc(OC)c(OC)c1 (stereo not given)	0.9	0.9	-1.5	-3.6	11.1	-2.3	0.9	1	0.9	11.2
O=C(O)Cn1cc(/C=C2\C(=O)NC(=O)N(Cc3ccco3)C2=O)c2ccccc21	0.9	1.1	0.8	13.8	5.7	-2.7	1.1	1	1.1	-8.4
Cc1ccc(/C=C2\C(=O)NC(=O)N(CCc3ccc(F)cc3)C2=O)s1	1.1	1.2	-1.9	-2.4	-5.3	3.5	1.2	1	0.6	37.2
COc1ccc(C(=O)C2CCCN(C3CSCCSC3)C2)c(OC)c1 (stereo not given)	0.9	1.1	-4.3	-6.1	10.6	20.9	1.1	1	1	-1.4
CN=C(SCc1ccccc1)c1c(O)n(C)c(=O)n(C)c1=O	0.8	0.9	-6.3	-12.2	17.2	-4.8	1	1.1	0.8	19.6
CCOC(=O)C1=C(N)Oc2ccccc2C12C(=O)N(CC(=O)OC)C(CC(=O)OC)=C2C(=O)OC (stereo not given)	1	0.9	-0.7	-4.3	2.4	-5.3	1	1	1	-3.6
O=C1NC(=O)C(=Cc2ccc(N3CCOCC3)cc2)C(=O)N1	1	1.1	-6.5	-20.8	4.4	-1.6	1.1	1.1	1	2.9
CCC(=NCc1ccco1)c1c(O)n(-c2ccc(C)cc2)c(=O)[nH]c1=O	0.9	0.9	-0.6	-7.0	11.1	4.2	0.8	1	0.9	9.7
CN1C(=O)N(C)C(=O)C2(Cc3c(nc4ccccn4c3=O)N3CCC(Cc4ccccc4)CC32)C1=O (stereo not given)	0.9	1	-4.7	-11.0	13.9	x	1	1	1	0.6
O=C1Nc2ccc(Br)cc2C(c2ccccc2Cl)=NC1O (stereo not given)	0.9	1.1	-1.2	-9.8	6.0	7.1	1.1	1	1.1	-7.9
c1ccc2c(N3CCNCC3)nsc2c1	0.8	1	-5.3	-10.6	15.9	-4.2	1.1	1.1	1	3.3
CCc1ccc(N2C(=O)NC(=O)C(Cc3ccc(OC)cc3OC)C2=O)cc1 (stereo not given)	0.9	1.2	-8.4	-5.0	11.8	0.9	1	1.1	1	-3.1
O=C(Cc1ccccc1)N1CCN(Cc2c[nH]c3ccccc23)CC1	0.8	0.8	-5.9	-2.8	18.4	9.4	0.9	1.1	1.1	-9.2
C=CCn1c(O)c(C=Nc2ccc(OC)cc2C)c(=O)[nH]c1=O	0.9	0.9	3.3	1.6	5.1	0.1	0.9	1	1	2.1
O=C1NC(=O)C(C/C=C/c2ccccc2)C(=O)N1	0.8	1.7	-2.6	-9.1	18.3	-3.5	1.5	1	1	-0.4
O=C(COc1ccccc1)N1CCN(Cc2c[nH]c3ccccc23)CC1	0.9	1	-1.1	4.9	10.5	-5.6	1	1	0.9	13.9
Cc1cc(=O)[nH]c(SCc2nc3ccccc3c(=O)n2-c2ccccc2C)n1	0.9	1	-6.4	-20.5	8.3	-1.4	1	1.1	1.1	-10.8
N#CCN1CCN(c2ccc(C(F)(F)F)cc2)CC1	0.9	1	3.3	-2.7	7.5	-6.2	1	1	0.8	16.8
O=C1CC(N2CCC(n3c(=O)[nH]c4ccccc43)CC2)C(=O)N1Cc1ccccc1 (stereo not given)	1.1	1.1	7.6	16.3	-7.0	13.2	1	0.9	1.1	-6.5
O=[N+]([O-])c1ccc(Nc2ccccc2)cc1	1	0.9	13.2	10.8	0.0	2.9	0.9	0.9	1	-4.1
C=CCN1C(=O)NC(=O)/C(=C/c2cc3c4c(c2)CCCN4CCC3)C1=O	0.8	0.8	3.8	20.1	24.0	93.1*	0.9	1	0.9	9.7
Cc1nc2cc(C(F)(F)F)ccc2n1C1CCN(Cc2nnnn2Cc2cccs2)CC1	0.8	1	1.8	-1.6	16.6	3.3	0.9	1	0.8	19.2
C=CCOC(=O)C1=C(C)OC(N)=C(C(=O)OCC)C12C(=O)N(CC(N)=O)c1ccccc12 (stereo not given)	1.1	1	-5.3	-2.3	-13.4	-0.9	1	1.1	1	2.7
CN1C(=O)C(=Cc2ccc(N(C)C)c([N+](=O)[O-])c2)C(=O)N(C)C1=O	1.2	1.4	2.8	4.7	-17.3	0.7	1.3	1	0.8	20.7
NCCCC(=O)OC1N=C(c2ccccc2Cl)c2cc(Br)ccc2NC1=O (stereo not given)	1	1	-0.3	-1.2	3.9	3.5	1.1	1	1.2	-15.4
COc1ccc(CC(=O)N2CCN(C)CC2)cc1	0.9	0.8	1.6	-4.8	5.8	-1.6	0.9	1	0.9	6.1
CC(=O)c1c(C)n(Cc2ccccc2Cl)c2ccc(O)cc12	1	0.8	-1.6	-1.0	-2.3	-5.0	0.9	1	1.2	-23.0
O=C(c1ccccc1F)c1cn(CC(=O)N2CCCCC2)c2ccccc12	1	1	-1.3	-8.5	3.6	3.6	1	1	1	2.1
Clc1ccccc1CN1CCN(c2ccccc2Cl)CC1	0.8	1	-4.9	-1.3	17.5	2.5	0.9	1	0.7	25.2
Cc1cc(C)cc(N2C(=O)NC(=O)/C(=C\C=C\c3ccco3)C2=O)c1	0.8	1.2	-2.2	19.0	15.7	99.2*	1.2	1	1.1	-6.7
O=C(NCC(c1cccnc1)N1CCN(c2ccccc2F)CC1)Oc1ccccc1 (stereo not given)	0.9	1	-5.4	-6.1	8.5	96.7*	0.9	1.1	1	-3.3
COc1c(O)ccc2c1-c1c3c(cc4c1C(C2)N(C)CC4)OCO3 (stereo not given)	0.8	0.7	-0.9	-9.5	19.6	-1.1	1	1	0.9	8.0
CCn1ccnc1CN1CCCC(C(=O)c2cccc(C(F)(F)F)c2)C1 (stereo not given)	0.8	1	-5.0	-3.5	16.1	9.3	0.9	1.1	0.8	17.9
NCCCCCC(=O)OC1N=C(c2ccccc2Cl)c2cc(Br)ccc2NC1=O (stereo not given)	1	1	2.8	2.4	2.5	15.9	1	1	1.1	-6.2
Oc1ccc(Cl)cc1CN1CCN(Cc2ccccc2)CC1	0.9	1.1	-0.8	-3.9	5.4	62.7*	1	1	0.9	13.2
CC(=O)c1cc(C#N)c(N2CCN(C)CC2)nc1C	1	0.9	-3.8	-8.7	3.4	-6.5	0.9	1	1.1	-6.7
CCOC(=O)c1c(C)n(COCCO)c2ccc(O)cc12	0.8	0.9	-1.7	-5.2	21.1	5.8	0.9	1	1	4.7
CCC(C)(C)n1nnnc1C(c1cccs1)N1CC=C(c2ccc(F)cc2)CC1 (stereo not given)	0.7	0.9	-7.4	-15.6	31.3	2.0	1	1.1	1	4.2
C=CCn1c(O)c(C(CC)=NCCCO)c(=O)[nH]c1=O	1	1	-3.9	-14.2	4.6	6.1	1	1	0.9	14.2
Cc1cc(OCC(=O)OC(C)C)c2c3c(c(=O)oc2c1)CCCC3	0.7	0.9	-4.8	0.1	28.1	15.9	0.8	1	0.9	6.9
O=C1C(=O)c2cccc3cccc1c23	0.8	0.6	-2.9	0.7	17.5	23.1	0.8	1	1	-3.5
CC(C)(C)c1ccc(OC(=O)N2CCCCC2)cc1	0.9	0.9	-2.1	-9.3	8.3	-10.5	0.9	1	1.2	-17.3
CN1CCC(OC(=O)Cc2ccccc2)CC1	0.9	1	-5.0	-11.4	5.8	2.4	1.1	1.1	1.1	-12.0
O=C(COC(=O)Cc1ccccc1)Nc1cccnc1Cl	0.9	0.8	0.5	-2.8	7.5	-7.4	0.9	1	1.1	-5.2
CCCCP(=O)(O)c1ccccc1	0.9	1	-8.3	-1.6	12.1	-4.5	1	1.1	0.9	10.2
FC(F)(F)C1=NC(C(F)(F)F)=NP(N2CCOCC2)(N2CCOCC2)=N1	0.9	0.9	-3.7	-9.1	10.0	-3.1	0.9	1	1	2.7
Cc1c(C(=O)N2CCC3(CC2)OCCO3)oc2ccc(S(=O)(=O)N3CCCCC3)cc12	0.8	1	-1.1	-5.5	16.6	-1.6	1	1	0.9	8.0
CCOC(=O)C(NC(=O)CCl)(Nc1ccc(C(O)(C(=O)OCC)C(F)(F)F)cc1)C(F)(F)F (stereo not given)	0.9	1	-2.0	-3.9	13.1	6.4	1.1	1	1.1	-11.3
O=C(c1cc2c(s1)CCCC2)N1CCC2(CC1)OCCO2	1	1	0.8	-6.1	2.8	10.0	0.9	1	1	1.4
